Tau fluor cs: counter-screen for tau fibril formation inhibitors. tau K18 P301L Alexa594 fluorescence, heparin fibrillization. Potency, µM (doses to about 57.7 µM), without a hit: at the top dose activity change, negative = decrease. 0.93% of 280,000 active. AID 1463; also: % is scaled to controls: 0 for no effect and ±100 for the full control effect; nearly all actives have a fitted effect of over 55% in size
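Human K18 P301L tau (15 uM unlabeled plus 0.24 uM Alexa 594-labeled, final) in 100 mM sodium acetate pH 7 was mixed with compound and 20 uM heparin and incubated 6 hr at 37 C.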
L3MBTL1 block: L3MBTL1 (human) inhibition; 0.66% of 230,000 active; Q9Y468; Potency, µM (titrated, usually from 57.1 µM), for inactives: at the top dose activity, negative = inhibition, usual class: inhibitors; AlphaScreen L3MBTL1–H3K9me1 peptide binding; AID 485360; also: % is scaled to controls: 0 for no effect and ±100 for the full control effect; nearly all actives have a fitted effect of over 60% in size
Target sequence (Q9Y468 whole entry, looked up): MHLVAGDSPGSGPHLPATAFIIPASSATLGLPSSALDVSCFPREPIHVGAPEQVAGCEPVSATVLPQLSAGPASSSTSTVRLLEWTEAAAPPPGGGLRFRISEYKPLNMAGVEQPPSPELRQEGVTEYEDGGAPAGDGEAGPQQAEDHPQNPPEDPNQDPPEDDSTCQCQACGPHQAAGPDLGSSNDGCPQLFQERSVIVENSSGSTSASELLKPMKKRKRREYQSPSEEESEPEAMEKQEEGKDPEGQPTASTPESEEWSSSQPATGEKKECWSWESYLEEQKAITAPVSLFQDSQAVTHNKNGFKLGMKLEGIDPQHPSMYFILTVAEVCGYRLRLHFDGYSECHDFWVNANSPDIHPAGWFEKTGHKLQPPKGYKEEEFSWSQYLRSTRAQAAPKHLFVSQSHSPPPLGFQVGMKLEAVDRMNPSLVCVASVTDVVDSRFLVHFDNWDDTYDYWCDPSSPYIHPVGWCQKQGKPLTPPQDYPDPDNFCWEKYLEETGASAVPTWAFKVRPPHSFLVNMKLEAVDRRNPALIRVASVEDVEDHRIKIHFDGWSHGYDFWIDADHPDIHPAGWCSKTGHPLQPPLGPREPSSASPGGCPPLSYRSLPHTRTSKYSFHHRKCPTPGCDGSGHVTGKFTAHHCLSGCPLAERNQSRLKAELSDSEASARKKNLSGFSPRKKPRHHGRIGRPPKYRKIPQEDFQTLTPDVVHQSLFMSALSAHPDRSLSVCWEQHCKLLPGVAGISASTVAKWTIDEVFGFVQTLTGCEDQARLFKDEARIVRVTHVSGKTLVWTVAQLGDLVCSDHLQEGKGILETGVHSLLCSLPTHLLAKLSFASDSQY
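First, the protein-peptide complex forms for 30 min at room temperature (L3MBTL1 50 nM, biotinylated H3K9me1 peptide 75 nM). Next, compounds are pin-transferred and incubated 30 min. Finally, AlphaScreen beads are added and read after 30 min.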
TexasRed fluor: counter-screen for TRb-SRC2 inhibitors: fluorescence interference; 0.29% of 280,000 active; Potency, µM (doses to about 106 µM), for inactives: top-dose fluorescence change, negative = quenching; AID 1479; TRb/SRC2 Texas Red total fluorescence interference; active = well fitted curve in either direction with a large enough effect; inconclusive = small, poorly fitted or top-dose-only effect; also: % is scaled to controls: 0 for no effect and ±100 for the full control effect
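Flags fluorescent or light-absorbing compounds by total fluorescence, S + 2P, at 555 nm excitation and 632 nm emission. Mixture: 20 nM Texas Red SRC2 peptide, 0.6 uM human TRb LBD, 1 uM T3, 5% DMSO; compound exposure 5 h at ambient temperature.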
TRb-SRC2 inh: inhibitors of human thyroid hormone receptor beta-SRC2 interaction. Potency, µM (top dose mostly 106 µM), for the others: top-dose activity change, negative = inhibition, usual class: inhibitors. P10828. TRbeta-SRC2 peptide binding, fluorescence polarization; receptor liganded with 1 µM T3. 0.065% of 280,000 active. AID 1469;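 also: plate controls were bound peptide for no effect and peptide without receptor for full effect; nearly all actives have a fitted effect of over 50% in size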
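Fluorescence polarization of 20 nM Texas Red SRC2 peptide (20-aa NR interaction domain) bound to 0.6 uM human TRb ligand-binding domain, with 1 uM T3, after 5 hr at ambient temperature; inhibition seen as decreased polarization.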
Tau FP inhib: inhibitors of human tau fibril formation. Potency, µM (doses to about 57.7 µM), inactives show at the highest dose activity, negative = inhibition, usual class: inhibitors. AID 1468. 0.39% of 280,000 active. P10636. K18 P301L tau heparin fibrillization, Alexa594 FP, 6 h; also: % is scaled to controls: 0 for no effect and ±100 for the full control effect; nearly all actives have a fitted effect of over 55% in size
Target sequence (P10636 561-689 P618L limits assumed): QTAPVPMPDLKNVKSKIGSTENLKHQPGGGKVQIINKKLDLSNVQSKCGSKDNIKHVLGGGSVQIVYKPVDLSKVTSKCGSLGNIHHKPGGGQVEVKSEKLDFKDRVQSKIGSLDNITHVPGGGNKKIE
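FP of Alexa 594-tau after heparin (20 uM) induction. Substrate: human K18 P301L, 15 uM unlabeled, 0.24 uM labeled. Buffer 100 mM sodium acetate pH 7. 6 hr, 37 C.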
RECQ1 helicase: blocks DNA unwinding by human RECQ1; RECQ1 DNA unwinding, red fluorescence kinetic read; 0.54% of 240,000 active; P46063; Potency, µM (titrated, usually from 57.3 µM), for the others: at the highest dose activity, negative = inhibition, most hits filed as inhibitors;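 also: plate controls were vehicle for no effect and no enzyme for full effect; nearly all actives have a fitted effect of over 30% in size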
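50 nM RECQ1T1 preincubated 15 min with compound in Tris pH 8.0 buffer with MgCl2, DTT, Tween-20 and 2.5 ug/ml poly(dI-dC); started with 200 nM TAMRA/BHQ-2 forked duplex and 2 mM ATP. Unwinding read as fluorescence (525/598 nm), two reads 2 h apart.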
HTT cytoprotect: protects HTT-Q103 PC12 cells, measured by ATP | PC12 HTT-Q103 induced, cytoprotection, ATP luminescence, 40 h | Potency, µM (highest dose often 56.4 µM), for inactives: cytoprotection (ATP increase), hits mostly activators | 0.14% of 230,000 active;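 also: % of control where 0% means no effect; nearly all actives have a fitted effect of over 45% in size; toxic huntingtin expression switched on by the ecdysone agonist tebufenozide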
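Compounds added alongside 100 nM tebufenozide, which induces toxic Q103 huntingtin exon 1-GFP in stable PC12 cells; surviving cells quantified by luminescent ATP measurement. Medium: phenol red-free DMEM, 5% equine and 5% calf serum.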
Tau ThT inhib: inhibitors of human tau fibril formation, thioflavin T binding. AID 1460. recombinant tau K18 P301L (four-repeat tau fragment), heparin-induced fibrillization, ThT fluorescence. 2.1% of 270,000 active. Potency, µM (top dose mostly 57.4 µM), for the others: top-dose activity, negative = inhibition, hits mostly inhibitors; also: % is scaled to controls: 0 for no effect and ±100 for the full control effect; nearly all actives have a fitted effect of over 55% in size
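Heparin-induced fibrillization of the P301L-mutant K18 repeat-domain fragment of human tau was followed by ThT binding in quantitative high-throughput format.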
* = called active by the depositor; [ ] = remark or other dose. Unless noted, calls follow the shape of the dose curve; as a rule, active = well fitted curve in the direction sought with a large enough effect; inconclusive = small, poorly fitted or top-dose-only effect, or another doubt; inactive = no such curve, though single readings can be large; an effect the other way counts as inactive or inconclusive. Potency is read from the fitted curve at half-maximal effect.

Start of the data: the first 2 compounds (preview)
What do the screens show for `COC(=O)c1ccccc1NC(=O)C1CC(=O)N(c2ccc(OC)cc2)C1` (stereo unspecified)?
Tau fluor cs: -12%; TexasRed fluor: -5%; TRb-SRC2 inh: 1%; Tau FP inhib: 1%; RECQ1 helicase: -4%; HTT cytoprotect: -36%[inhibitor]; Tau ThT inhib: -11%

Results for CCOC(=O)C1CCN(c2ncnc3cc(OC)c(OC)cc23)CC1 ?
Tau fluor cs: -9%; TexasRed fluor: -1%; TRb-SRC2 inh: 3%; Tau FP inhib: 5%; RECQ1 helicase: 12%; HTT cytoprotect: 23%[10 µM]

The listing, from the first entry:
What do the screens show for `COC(=O)c1ccccc1NC(=O)C1CC(=O)N(c2ccc(OC)cc2)C1` (stereo unspecified)?
Tau fluor cs: -12%; TexasRed fluor: -5%; TRb-SRC2 inh: 1%; Tau FP inhib: 1%; RECQ1 helicase: -4%; HTT cytoprotect: -36%[inhibitor]; Tau ThT inhib: -11%

Results for CCOC(=O)C1CCN(c2ncnc3cc(OC)c(OC)cc23)CC1 ?
Tau fluor cs: -9%; TexasRed fluor: -1%; TRb-SRC2 inh: 3%; Tau FP inhib: 5%; RECQ1 helicase: 12%; HTT cytoprotect: 23%[10 µM]

What do the screens show for `COc1ccc(NC(=O)CSc2nc(N)c3cc4c(nc3n2)CCCC4)c(OC)c1`?
Tau fluor cs: -10%; L3MBTL1 block: 1%; TexasRed fluor: -6%; TRb-SRC2 inh: -4%; Tau FP inhib: -10%; RECQ1 helicase: -1%; HTT cytoprotect: -6%; Tau ThT inhib: inconclusive

How did Cc1ccc(C(=O)N/N=C\c2cccn2C)cn1 do in these assays?
Tau fluor cs: 2%; L3MBTL1 block: -12%; TexasRed fluor: 1%; TRb-SRC2 inh: 2%; Tau FP inhib: -3%; RECQ1 helicase: -10%; HTT cytoprotect: 6%; Tau ThT inhib: 4%

Results for NS(=O)(=O)c1ccc(CNC(=O)/C=C/c2c(Cl)cccc2Cl)cc1 ?
Tau fluor cs: -9%; L3MBTL1 block: 4%; TexasRed fluor: -2%; TRb-SRC2 inh: -3%; Tau FP inhib: -2%; RECQ1 helicase: -5%; HTT cytoprotect: -27%; Tau ThT inhib: -11%

How did Cc1cc([N+](=O)[O-])ccc1NC(=O)CSc1nccc(=O)[nH]1 do in these assays?
Tau fluor cs: -1%; L3MBTL1 block: -1%; TexasRed fluor: 0%; TRb-SRC2 inh: 3%; Tau FP inhib: 4%; RECQ1 helicase: inactive; Tau ThT inhib: -2%

What do the screens show for `CN(c1ccccc1C(=O)Nc1ccc(S(=O)(=O)N2CCOCC2)cc1)S(=O)(=O)c1ccccc1`?
Tau fluor cs: 9%; L3MBTL1 block: -17%; TexasRed fluor: -1%[53 µM]; TRb-SRC2 inh: 5%[53 µM]; Tau FP inhib: -4%; RECQ1 helicase: -3%; HTT cytoprotect: 6%[10 µM]; Tau ThT inhib: 12%

How did Cc1cc(C)c2c(N)c(C(=O)NNC(=O)c3ccccc3)sc2n1 do in these assays?
Tau fluor cs: -3%; L3MBTL1 block: 0%; TexasRed fluor: 0%; TRb-SRC2 inh: -10%; Tau FP inhib: 0%; RECQ1 helicase: -4%; HTT cytoprotect: 27%[10 µM]; Tau ThT inhib: -16%

Results for O=C(NNC(=S)NC(=O)c1ccccc1[N+](=O)[O-])c1ccccc1O ?
Tau fluor cs: -22%; L3MBTL1 block: inconclusive; TexasRed fluor: 1%; TRb-SRC2 inh: 1%; Tau FP inhib: -6%; RECQ1 helicase: 4%; HTT cytoprotect: 12%[10 µM]; Tau ThT inhib: inconclusive

What do the screens show for `CCCCCn1c(CNC(=O)c2ccccc2)nc2ccccc21`?
Tau fluor cs: -18%; TexasRed fluor: -1%; TRb-SRC2 inh: -3%; Tau FP inhib: 0%; Tau ThT inhib: -14%

How did COc1ccc(C(=O)/C=C/c2ccc(N(C)C)cc2)c(OC)c1 do in these assays?
Tau fluor cs: 14µM*[quencher]; L3MBTL1 block: 43%[activator]; TexasRed fluor: -2%; TRb-SRC2 inh: 2%; Tau FP inhib: -3%; RECQ1 helicase: -9%; HTT cytoprotect: -2%[10 µM]; Tau ThT inhib: inconclusive

Results for O=C(Nc1ccc2c(c1)CCCN2C(=O)c1cccs1)c1c(F)cccc1F ?
Tau fluor cs: -12%; TexasRed fluor: -1%; TRb-SRC2 inh: 5%; Tau FP inhib: 0%; Tau ThT inhib: -5%

What do the screens show for `COc1ccc(NC(=O)c2ccc(C#N)cc2)cc1NS(=O)(=O)c1ccc(F)cc1`?
Tau fluor cs: -22%; L3MBTL1 block: -3%; TexasRed fluor: -1%[53 µM]; TRb-SRC2 inh: -1%[53 µM]; Tau FP inhib: -5%; RECQ1 helicase: -16%; HTT cytoprotect: 1µM*; Tau ThT inhib: -11%

How did COc1cc(C=Nc2c(C)cc(C)cc2C)ccc1OC(C)=O do in these assays?
Tau fluor cs: -7%; L3MBTL1 block: 0%; TexasRed fluor: -2%; TRb-SRC2 inh: 6%; Tau FP inhib: -7%; RECQ1 helicase: 17%; Tau ThT inhib: 2%

Results for COc1ccc(N2C(=O)CN(Cc3cc(OC)c(OC)c(OC)c3)C2=S)cc1 ?
Tau fluor cs: -9%; TexasRed fluor: 0%; TRb-SRC2 inh: 2%; Tau FP inhib: -2%; RECQ1 helicase: inactive; HTT cytoprotect: -3%; Tau ThT inhib: -9%

Results for COc1ccc(NS(=O)(=O)c2cccc(NC(=O)CCC(=O)c3ccc(Cl)cc3)c2)cc1 ?
Tau fluor cs: inconclusive; L3MBTL1 block: -6%; TexasRed fluor: -1%; TRb-SRC2 inh: -1%; Tau FP inhib: inconclusive; RECQ1 helicase: -14%; HTT cytoprotect: 19%[10 µM]; Tau ThT inhib: 3%

How did COc1cc(C2CC(=O)N(c3ccccc3)C3=C2C(=O)OC3)cc(OC)c1OC (stereo unspecified) do in these assays?
Tau fluor cs: -8%; TexasRed fluor: -3%; TRb-SRC2 inh: 7%; Tau FP inhib: -3%; Tau ThT inhib: -5%

How did Cc1cccc(N2C(=O)CCC2=O)n1 do in these assays?
Tau fluor cs: 2%; L3MBTL1 block: 4%; TexasRed fluor: 2%; TRb-SRC2 inh: 1%; Tau FP inhib: 5%; RECQ1 helicase: inconclusive; HTT cytoprotect: 22%[10 µM]; Tau ThT inhib: -1%

How did CC(C)n1c(/C=C/[C@H](O)C[C@H](O)CC(=O)O)c(-c2ccc(F)cc2)c2ccccc21 do in these assays?
L3MBTL1 block: 7%; TexasRed fluor: -2%; TRb-SRC2 inh: 12%; HTT cytoprotect: -227%[inhibitor]

How did Nc1c(C(=O)NCc2ccc3c(c2)OCO3)nnn1Cc1ccc(Br)cc1 do in these assays?
Tau fluor cs: -7%; TexasRed fluor: 0%; TRb-SRC2 inh: -1%; Tau FP inhib: -12%; RECQ1 helicase: -23%; HTT cytoprotect: 4%[10 µM]

How did CC(NC(=O)COC(=O)c1ccc(Cl)cc1O)c1ccc(F)cc1 (stereo unspecified) do in these assays?
Tau fluor cs: -11%; TexasRed fluor: -4%; TRb-SRC2 inh: 4%; Tau FP inhib: -8%; RECQ1 helicase: -13%; HTT cytoprotect: 13%; Tau ThT inhib: -7%

What do the screens show for `Cc1cc(Cl)ccc1NC(=O)CCn1nc(C)c2c(C)n(-c3ccccc3)nc2c1=O`?
Tau fluor cs: 9%; TexasRed fluor: -1%; TRb-SRC2 inh: -2%; Tau FP inhib: 2%; Tau ThT inhib: 14%

How did Cc1cccc(-n2cc(CN3CCCN(C=O)CC3)c(-c3cccc(F)c3)n2)c1 do in these assays?
Tau fluor cs: -16%; L3MBTL1 block: -11%; TexasRed fluor: -2%; TRb-SRC2 inh: -2%; Tau FP inhib: -3%; RECQ1 helicase: 1%; HTT cytoprotect: -11%[10 µM]; Tau ThT inhib: -7%

What do the screens show for `Cc1c(C(=O)N2CCCCCC2)c(S(=O)(=O)Nc2cccc(C#N)c2)c(C)n1C`?
Tau fluor cs: -1%; TexasRed fluor: 2%; TRb-SRC2 inh: -3%; Tau FP inhib: -1%; Tau ThT inhib: -8%

What do the screens show for `COCCCNC(=S)NC(=O)c1ccc(C)cc1`?
Tau fluor cs: 0%; L3MBTL1 block: 7%; TexasRed fluor: -1%; TRb-SRC2 inh: 3%; Tau FP inhib: -8%; RECQ1 helicase: -2%; HTT cytoprotect: 11%[10 µM]; Tau ThT inhib: -6%

What do the screens show for `O=C(OCC(=O)N1CCCCC1)c1c[nH]c(=O)[nH]c1=O`?
Tau fluor cs: 1%; L3MBTL1 block: 3%; TexasRed fluor: 2%; TRb-SRC2 inh: -4%; Tau FP inhib: -6%; RECQ1 helicase: 7%; HTT cytoprotect: -3%; Tau ThT inhib: 0%

What do the screens show for `O=C(O/N=C(/c1ccccc1)c1ccncc1)c1ccc(F)cc1`?
Tau fluor cs: -22%; TexasRed fluor: 1%; TRb-SRC2 inh: -2%; Tau FP inhib: -2%; RECQ1 helicase: 0%; HTT cytoprotect: -22%; Tau ThT inhib: -15%

Results for C/C=C(/C)C(=O)O[C@@H]1[C@H](OC(C)=O)c2c(ccc3ccc(=O)oc23)OC1(C)C ?
Tau fluor cs: -17%; L3MBTL1 block: -12%; TexasRed fluor: -2%; TRb-SRC2 inh: 1%; Tau FP inhib: -3%; RECQ1 helicase: -3%; Tau ThT inhib: -15%

What do the screens show for `NC(C(=O)O)C(O)C(=O)O` (stereo unspecified)?
Tau fluor cs: 2%; TexasRed fluor: -2%; TRb-SRC2 inh: -7%; Tau FP inhib: 5%; RECQ1 helicase: -1%; Tau ThT inhib: 3%

How did COCCOC(=O)c1c(C)n(C)c2ccc(OC(=O)C3CC3)cc12 do in these assays?
Tau fluor cs: 4%; L3MBTL1 block: -29%; TexasRed fluor: -1%; TRb-SRC2 inh: 6%; Tau FP inhib: 9%; RECQ1 helicase: -9%; HTT cytoprotect: 28%; Tau ThT inhib: 1%

Results for CCNc1nc2c(c(=O)n(C)c(=O)n2C)n1Cc1ccc(F)cc1 ?
Tau fluor cs: 5%; TexasRed fluor: -1%; TRb-SRC2 inh: 4%; Tau FP inhib: 10%; Tau ThT inhib: 2%

From PubChem BioAssay

An excerpt. The share of hits here may be higher or lower than overall.
